PriA SSB inh – blocks PriA binding to SSB C-terminal tail | AlphaScreen SSBct-PriA binding, biotinylated peptide | inhibition, % at 33 µM | 430,000 compounds, 0.6% hits | AID 1272365; in the data active = inhibition mostly above about 37%, no sharp cut-off; inactive = mostly below about 20%;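 also: plate controls were negative control peptide for no effect and reference peptide for full effect; strong numbers were not always called active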
Numbers without * were called inactive; & = joins results of further samples. This is a subset (hit frequency here may not be typical).

SMILES	PriA SSB inh
O=C(NCCc1ccsc1)c1cc2ccccc2s1	2.0
COc1ccc(Cl)cc1C(=O)N(CC1CCCO1)c1nc2c(OC)cccc2s1 (stereo not given)	-14.0
COc1ccc2ncc3c(-c4ccccc4)c(C(=O)NCCCN4CCOCC4)sc3c2c1	-4.0
COC(=O)c1ccc(S(=O)(=O)N2CCN(c3cc(-n4cncn4)ncn3)CC2)cc1	-9.0
O=C(OC1CN(c2nc3c(Cl)cccc3s2)C1)c1ccsc1	-18.0
Cc1cc(C)c2sc(N3CCN(C(=O)c4nc5ccccc5s4)CC3)nc2c1	-9.0
O=C(NCCc1csc2nc(-c3cccs3)nn12)c1cc(Br)ccc1Cl	-14.0
CCOC(=O)Cn1cc(-c2nc(C)no2)ccc1=O	-15.0
COc1ccc(C2C(C(=O)Nc3ccccc3)=C(C)N=c3s/c(=C/c4cnn(C)c4C)c(=O)n32)cc1 (stereo not given)	9.0
COC(=O)C1=C(N)Oc2cc(C)[nH]c(=O)c2C12C(=O)N(Cc1ccc(Cl)cc1)c1ccccc12 (stereo not given)	-7.0
COc1ccc(-c2nn(-c3ccccc3)cc2/C=C(\C#N)c2nc3ccccc3s2)cc1F	-5.0
Cc1nnc(SCc2cc(=O)[nH]c(N=C(N)Nc3ccccc3)n2)s1	-8.6
CCOC(=O)c1c(-c2ccc(OC)cc2)csc1N=CN(C)C	12.7
COc1ccc(S(=O)(=O)Nc2ccc3c(c2)N(C(=O)c2cccs2)CC3)cc1Cl	6.0
Cc1cc(N2CCN(C(=O)Cn3nc(-c4ccc(F)cc4)ccc3=O)CC2)ncn1	-6.0

Reprinted at random: 7 entries already listed, in no set order.
SMILES	PriA SSB inh
COc1ccc2ncc3c(-c4ccccc4)c(C(=O)NCCCN4CCOCC4)sc3c2c1	-4.0
O=C(OC1CN(c2nc3c(Cl)cccc3s2)C1)c1ccsc1	-18.0
O=C(NCCc1ccsc1)c1cc2ccccc2s1	2.0
COC(=O)c1ccc(S(=O)(=O)N2CCN(c3cc(-n4cncn4)ncn3)CC2)cc1	-9.0
COc1ccc(C2C(C(=O)Nc3ccccc3)=C(C)N=c3s/c(=C/c4cnn(C)c4C)c(=O)n32)cc1 (stereo not given)	9.0
COc1ccc(S(=O)(=O)Nc2ccc3c(c2)N(C(=O)c2cccs2)CC3)cc1Cl	6.0
O=C(NCCc1csc2nc(-c3cccs3)nn12)c1cc(Br)ccc1Cl	-14.0

(next part)
SMILES	PriA SSB inh
CC(=NO)C(C)NC(=O)c1ccccc1 (stereo not given)	0.1
C=CCNC(=O)Cn1nc2n(c(=O)c1=O)CCN2c1ccc(OCC)cc1	-7.0
CCN1C(=O)NC2(CCN(C(=O)[C@H](C)Oc3ccccc3)CC2)C1=O	-16.0
Cc1ccc(-c2ccc(C=NN=C3NC(=O)C(CC(=O)O)S3)o2)c([N+](=O)[O-])c1 (stereo not given)	-0.9
CS(=O)(=O)N(Cc1ccc(Cl)cc1)c1ccc(C(=O)NN=Cc2cc3ccccc3nc2Cl)cc1	13.2
O=C(Nc1nc2c(cc3c4c(cccc42)CC3)s1)c1ccc(Br)s1	-13.0
Cc1cc(C(=O)Nc2ccc3c(c2)C(=O)NC3=O)n(C)n1	-14.0
O=C(CN(Cc1ccco1)S(=O)(=O)c1ccccc1)NN=Cc1ccccc1C(=O)O	-3.8
CN(C)c1ccc(CCC#N)cc1	21.0
CC1CCc2c(sc(NC(=O)c3cc(Cl)sc3Cl)c2C(N)=O)C1 (stereo not given)	-16.0
CCOC(=O)c1cnc2ccc(NC(=O)c3ccc(S(=O)(=O)N(CC)CC)cc3)cc2c1N	-7.0
CO[C@@](C)(CNS(=O)(=O)Cc1ccc(C(F)(F)F)cc1)c1ccccc1F	2.0
NS(=O)(=O)c1ccc(NN=Cc2ccccn2)c([N+](=O)[O-])c1	-10.8
O=C(CC1CCCCC1)NCC1CN(c2ccc3c(c2)OCO3)C(=O)O1 (stereo not given)	-22.0
COc1ccc(S(=O)(=O)N2CCN=C2SCc2cc(C)ccc2C)cc1	-21.0
COc1ccc(NC(=O)C2CN(c3nc4ccc(F)cc4s3)C2)cc1Cl	-15.0
COc1ccc(S(=O)(=O)Nc2ccc3c(c2)CN(C(=O)C2CC2)CC3)cc1C	0.0
O=C(NC[C@]1(O)CCc2ccccc2C1)c1cc2ccccc2o1	-10.0
CCNS(=O)(=O)c1ccc2c(c1)Cc1cc(S(=O)(=O)NCC)ccc1-2	-15.0
Cc1ccccc1C(=O)NN=C1SCC(=O)N1Cc1ccccc1	4.0
O=S(=O)(c1ccc2c(c1)OCCO2)N1CCN(c2ccc(-c3ccccc3)nn2)CC1	8.0
Cc1cc(C)cc(NC(=O)Cn2nc(C3CC3)c3cnn(-c4cccc(Cl)c4)c3c2=O)c1	-8.0
CC(C)(C)OC(=O)N1CCCNCC1	-4.0
Cc1cc(CCNC(=O)c2cncc(Br)c2)on1	-11.0
CCOC(=O)N1CCN(C(=O)CSCC(=O)Nc2nc(-c3ccc(C)cc3C)cs2)CC1	12.0
Cc1[nH]c2ccccc2c1C=NNC(=O)c1cc(-c2ccncc2)nc2ccccc12	14.6
O=C(NCc1ccnc(-c2ccsc2)c1)c1ccc2nsnc2c1	-2.0
CC1Oc2ccccc2OC1C(=O)Nc1ccccc1 (stereo not given)	-12.0
N#Cc1ccc(C(=O)NN=Cc2cn(CC(=O)O)c3ccccc23)c(F)c1	-0.1
O=C(NCC(c1ccco1)N1CCOCC1)C1CC=CCC1 (stereo not given)	-4.0

For convenience, some entries already given.
SMILES	PriA SSB inh
CC1Oc2ccccc2OC1C(=O)Nc1ccccc1 (stereo not given)	-12.0
N#Cc1ccc(C(=O)NN=Cc2cn(CC(=O)O)c3ccccc23)c(F)c1	-0.1
O=C(NCC(c1ccco1)N1CCOCC1)C1CC=CCC1 (stereo not given)	-4.0

More results follow.
SMILES	PriA SSB inh
Cc1ccc(NC(=O)/C(C#N)=C\Nc2cccc(O)c2)cc1	15.0
COc1cccc(C(=O)NC2CC(O)C(CO)C2)c1OC (stereo not given)	-22.0
O=C(COc1ccc(Cl)cc1)NCCN1CCOC(c2ccccc2)C1 (stereo not given)	-12.0
C=CCc1ccccc1OC[C@@H](O)CN1CCN(c2ccc(F)cc2)CC1	14.0
O=C(NCc1cccs1)NCC1CCN(c2ncccn2)CC1	-12.0
CCOC(=O)c1c(NN=Cc2ccncc2)n[nH]c1C	-10.6
COc1ccc(CC(=O)Nc2nnc(SCc3ccccc3F)s2)cc1OC	1.0
Cc1csc(NC(=O)c2c[nH]c3c(C(F)(F)F)cccc3c2=O)n1	-14.0&0.0
O=C(NC[C@@H](c1cccs1)S(=O)(=O)c1cccs1)Nc1ccc(Cl)cc1	1.0
CCN1C(=O)NC2(CCN(S(=O)(=O)N(C)C)CC2)C1=O	0.0&2.0
O=C(NC1CCC(Oc2ncccn2)CC1)c1nccc2ccccc12 (stereo not given)	-8.0
O=C(Nc1cccc(Cl)c1)c1ccc(Br)o1	1.0
C(=NNc1nc(N2CCOCC2)nc(N2CCOCC2)n1)c1ccncc1	-10.3
Cn1c(=O)oc2ccc(S(=O)(=O)NCCN3CCN(c4ccccc4F)CC3)cc21	-3.0
CCOc1ccc(-c2ccc(=O)n(CCCC(=O)Nc3ccc(F)c(Cl)c3)n2)cc1	-8.0
CC(=NNc1nc(C)cc(C)n1)c1ccc(Br)cc1	-6.1
COC(=O)c1ccc(Cn2nc(C(F)(F)F)n(C)c2=O)cc1	-12.0
COc1cc(NC(=O)CC(C)=NNC(=O)Cc2ccccc2)c(OC)cc1Cl	-4.6
C=C1CC(C(=O)NN=Cc2ccc(O)cc2)C1	-5.2
COc1ccc(C(C)=O)cc1CSc1nc2ccccc2c(=O)n1NC(=O)Cc1ccccc1	-14.0
Cc1cc(C)c(C)c(S(=O)(=O)Nc2ccc(C(=O)N3CCCCC3)cc2)c1C	-8.0
CC(=NNS(=O)(=O)c1cc(C)ccc1C)c1ccncc1	-8.8
c1ccc(CSc2nnc3ccc(-c4ccccn4)nn23)nc1	16.0
Cc1ccc(C(=NNc2ncnc3ccccc23)C(=O)O)cc1	8.7
O=C(Nc1nc2c(s1)COCC2)C1(c2cccs2)CCCC1	-6.0
Cc1nn(-c2ncc(NC(=O)c3cccnc3)cn2)c(C)c1C	-11.0
CC(C)(C)C(=O)NCc1ccccc1-c1ccsc1	-3.0
O=C(CCCCn1c(=O)[nH]c2ccccc2c1=O)NCc1ccco1	-18.0
Cc1cc(=O)n2[nH]c(C)nc2n1	-3.0
CCN(CC)S(=O)(=O)c1ccc(Br)c2nsnc12	-1.0&1.0
COc1ccccc1NC(=O)c1ccc(NS(=O)(=O)c2ccc(C(C)(C)C)cc2)cc1	-4.0&-2.0
COc1cc2[nH]c3c(=O)n(CC(=O)N4CCN(c5ccccn5)CC4)cnc3c2cc1OC	-10.0
COc1cc(C)c(C)cc1S(=O)(=O)Nc1ccc2c(c1)C(=O)NCCO2	13.0
O=c1c2sccc2nc(SCc2nc(-c3cccc(C(F)(F)F)c3)no2)n1-c1ccccc1	-18.0
COc1ccc(NC(=O)Cn2cnc3c(cnn3C(C)(C)C)c2=O)c(OC)c1	-8.0
Cn1nc(C(=O)N2CC(S(=O)(=O)Cc3ccco3)C2)ccc1=O	8.0
CC(=NNC(=O)c1cccc(S(=O)(=O)N2CCOCC2)c1)c1ccco1	-0.5
Cc1cccc(OC(C)C(=O)N2CCN(c3ccc(-n4ccnc4)nn3)CC2)c1 (stereo not given)	-15.0
CCOC(Cn1c(C(C)O)nc2ccccc21)OCC (stereo not given)	4.0
COc1ccc(C(CN)N2CCOCC2)cc1 (stereo not given)	-7.0
O=C(CSc1nc2c(c(=O)n1-c1cccc(C(F)(F)F)c1)SCC2)Nc1nccs1	4.0
Cc1c(C(O)=C2C(=O)C(=O)N(CCN3CCOCC3)C2c2cccnc2)cnn1-c1ccccc1 (stereo not given)	-13.7
NC(=NN=CCc1ccccc1)C(N)=NN=CCc1ccccc1	-2.0
O=C(NCc1ccc2c(c1)OCO2)c1ccc(=O)n(Cc2cccc(F)c2)n1	5.0
Cc1ccc(NC(=O)c2nnn(Cc3cccc(Br)c3)c2N)c(Cl)c1	3.0
Cn1c(=O)n(Cc2ccccc2F)c(=O)c2c(N3CCN(C(=O)C4CC4)CC3)ccnc21	-14.0
CCOC(=O)c1c(N)n(CCOC(=O)c2ccc(OC)cc2)c2nc3ccccc3nc12	-4.0
CCOc1ccc(-c2cn3c(CC(=O)N(C)C4CCCCC4)csc3n2)cc1	9.0
Cc1noc(C)c1CC(=O)NCC1CCN(C(=O)c2cc3ccccc3o2)CC1	2.0
CCC(=NNc1ccccc1)c1cnnc(-c2ccccc2)n1	-1.5
COc1ccc(-n2nnc(C(=O)OCc3nc(-c4ccccc4C)oc3C)c2C)cc1Cl	-7.0
CC(/C=C/c1ccccc1)=NNC(=O)CNC(=O)c1ccccc1F	-16.4
CCOC(=O)C(CC)Sc1ccc(NC(=O)c2ccccc2)nn1 (stereo not given)	-13.0
O=c1[nH]c(SCc2nc(-c3ccccc3Cl)no2)nc2ccsc12	-12.0
CCOc1ccc(/C=C2\SC(=S)N(CC(=O)Nc3ccccc3[N+](=O)[O-])C2=O)cc1	-5.0
CCCCS(=O)(=O)Nc1ccc2c(c1)C(=O)NCC2	-6.0
Cc1cc(S(=O)(=O)N2CCN(c3ccc4nnc(C)n4n3)CC2)ccc1F	1.0
O=C(CC(=O)NN=Cc1cccc(Cl)c1Cl)NCc1ccccc1	-3.7
CCn1nc(C)cc1C(=O)N1CCN(c2nc3c(SC)cccc3s2)CC1	8.0
CCOC(=O)c1nn(-c2ccccc2)c(=O)cc1NC(=O)c1cc(Cl)ccc1OC	-10.0

Later entries
SMILES	PriA SSB inh
Cn1c(=NC(=O)c2ccc(C(C)(C)C)cc2)sc2cc3c(cc21)OCCO3	-11.0
COc1ccc(C(C)=NNC(=O)CNC(=O)c2cccs2)cc1	8.5
COc1ccccc1NC(=O)CC(C)=NNC(=O)COc1c(Br)cc(Br)cc1OC	-3.6
COc1cc(Br)cc2c1OC1(C)CC2NC(=O)N1 (stereo not given)	0.0
CCn1nc(C)c2c1c(=O)n(Cc1ccc(F)cc1)c(=O)n2CC(=O)Nc1cccc(SC)c1	-12.0
C=CCN1C(=O)C(C)(C)COc2cc(NC(=O)c3c(F)cccc3F)ccc21	9.0
CCc1nc2sc(C(c3ccc([N+](=O)[O-])cc3)N3CCC4(CC3)OCCO4)c(O)n2n1 (stereo not given)	2.0
CC(Sc1nnc(-c2cccc(Br)c2)n1-c1ccccc1)C(=O)c1ccccc1 (stereo not given)	-11.0
CN(C)c1ccc(C=NNC(=O)CCC(=O)NCc2ccccc2)cc1	-5.3
CC(=NNC(=O)c1cccs1)c1cccc(N)c1	7.7
Cc1cc2nnc(SCCC(=O)Nc3sc4c(c3C#N)CCCC4)n2c2ccccc12	-4.0
COc1ccc(CCn2c(=O)c3ncccc3n(Cc3cccc(C(F)(F)F)c3)c2=O)cc1OC	-5.0
COc1ccc(-c2nc(CSc3nc(-c4cccc(OC)c4)cc(=O)[nH]3)c(C)o2)cc1	-3.0
Cn1nc(CN(C(=O)c2nc3ccccc3s2)C2CCCC2)c2c1CCC2	-5.0
COc1ccc(Nc2nc(N3CCCC3)nc(N3CCCC3)n2)cc1Cl	2.0

5 entries out of the list, ordered by count of non-hydrogen atoms, lowest first.
SMILES	PriA SSB inh
CN(C)c1ccc(C=NNC(=O)CCC(=O)NCc2ccccc2)cc1	-5.3
C=CCN1C(=O)C(C)(C)COc2cc(NC(=O)c3c(F)cccc3F)ccc21	9.0
CC(Sc1nnc(-c2cccc(Br)c2)n1-c1ccccc1)C(=O)c1ccccc1 (stereo not given)	-11.0
COc1ccccc1NC(=O)CC(C)=NNC(=O)COc1c(Br)cc(Br)cc1OC	-3.6
CCn1nc(C)c2c1c(=O)n(Cc1ccc(F)cc1)c(=O)n2CC(=O)Nc1cccc(SC)c1	-12.0

Other records follow.
SMILES	PriA SSB inh
O=C(Nc1ccc([N+](=O)[O-])cc1)C1CCN(c2ccc(-c3ccc(F)cc3)nn2)CC1	9.0
Cc1ccc(NCC(O)CN2c3ccccc3Sc3ccccc32)c(C)c1 (stereo not given)	61.0
O=C(NCC1(Sc2ccccc2)CCOCC1)c1cccc2ccccc12	-6.0
O=C(CN1CCCCCCC1)NN=Cc1ccccc1F	3.8
Cc1ccc(-n2c(C)cn3c4c(=O)n(CC(=O)C(C)(C)C)c(=O)n(C)c4nc23)c(C)c1	1.0
c1ccc(Cc2nnc(-c3ccsc3)o2)cc1	-20.0

Compound activity deposited in PubChem by Small Molecule Screening Facility, UW Madison.
